# K1F lysis inhibition: protection from phage-mediated lysis, alamar blue read-out – E. coli UTI89, K1F phage, bacterial capsule biogenesis inhibitors (AID 488966) | 340,000 compounds, 0.02% hits | E. coli UTI89 K1F phage lysis, alamar blue, 2 h; higher % means a stronger effect | inhibition, % at 100 µM, or IC50 in µM where a hit was titrated;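 active = phage lysis inhibition, versus mean bacterial control, above a set limit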;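 note: capsule biogenesis inhibitors block K1F phage lysis so surviving cells raise fluorescence; higher fluorescence means more inhibition of phage lysis; actives were called in the ten point dose series up to 300 µM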
# GPR35 arrestin U2OS: inhibition of zaprinast-stimulated GPR35 beta-arrestin translocation – imaging, U2OS, beta-arrestin-GFP, zaprinast agonist, primary screen (AID 2058); U2OS GPR35 beta-arrestin-GFP translocation imaging, zaprinast antagonism; higher % means a stronger effect; 290,000 compounds, 0.052% hits; inhibition, % at 10 µM, or IC50 in µM where a hit was titrated;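 active = inhibition of at least 50% with at least 30 cells and total cytoplasm GFP at most 10,000,000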
# SV40 large T antigen: SV40 large T antigen inhibitors, biochemical (AID 1903) | SV40 large T antigen ATPase/helicase inhibition assay; higher % means a stronger effect | inhibition, % at 20 µM, or IC50 in µM where a hit was titrated | 310,000 compounds, 0.39% hits; in the data active = a potency from the dose series; note: strong numbers were not always called active
# Salmonella PhoP GFP: PhoP-dependent GFP reporter repression – Salmonella Typhimurium, primary screen (AID 1863); S. Typhimurium PhoP-regulated promoter GFP reporter, 4 h; higher % means a stronger effect; inhibition, % at 50 µM; hits with a dose series show IC50 in µM; 300,000 compounds, 0.16% hits;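 active = inhibition over 29.93%, a cutoff 3 SD above the screen mean, later confirmed by dose response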;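 note: 0% = low Mg2+ inducing control and 100% = high Mg2+ repressing control; strong numbers were not always called active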
# GPR55 LPI antagonism: inhibition of LPI-stimulated GPR55 beta-arrestin translocation – imaging, U2OS, beta-arrestin-GFP, LPI agonist, primary screen (AID 2013); U2OS GPR55 beta-arrestin-GFP translocation imaging, LPI antagonism; higher % means a stronger effect; one-dose inhibition, % at 10 µM; IC50 in µM for titrated hits; 290,000 compounds, 0.13% hits;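 active = spots per cell inhibited over 60%, with over 100 cells counted and total cytoplasm intensity under 500,000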;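 note: U2OS cells stably carrying GPR55 and arrestin-GFP stimulated by 5 µM LPI near EC80; imaged beta-arrestin-GFP aggregate spots per cell after agonist stimulation; plate controls were LPI-stimulated DMSO wells for no effect and DMSO wells without LPI for full effect; some results filed as inactive read as strong as hits; confirmed hits need IC50 under 10 µM and bright autofluorescent wells are also inconclusive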
# Dengue-2 NS5 capping: flavivirus cap methylation enzyme inhibition – biochemical, confirmation dose response, primary screen (AID 588689) | Dengue-2 NS5 methyltransferase capping enzyme assay, biochemical; higher % means a stronger effect | one-dose inhibition, % at 25 µM; IC50 in µM for titrated hits | 340,000 compounds, 0.3% hits; in the data active = a potency from the dose series
# HIV fusion peptide: cell-free HIV fusion peptide-binding blockers – biochemical, uHTS, fluorescence dequenching, primary screen (AID 1986). cell-free peptide binding, fluorescence dequenching, 30 min; higher % means a stronger effect. inhibition, % at 20 µM; hits with a dose series show IC50 in µM. 290,000 compounds, 0.3% hits; in the data active = inhibition mostly above about 52%, no sharp cut-off; inactive = mostly below about 76%; note: some results filed as inactive read as strong as hits
# MgcRacGAP inhibition: MgcRacGAP GTPase-activating activity inhibitors, confirmation, biochemical, ADP Hunter fluorescence; AID 624330; MgcRacGAP-stimulated Rac1 GTP hydrolysis, ADP Hunter fluorescence; higher % means a stronger effect; GST-tagged Rac1 F28L mutant substrate; 340,000 compounds, 0.6% hits; inhibition, % at 30 µM, or IC50 in µM where a hit was titrated;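 active = first-screen hits whose inhibition reached a set limit at any dose in the follow-up dose series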;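 note: fluorescence reports GDP produced by GAP-driven GTP hydrolysis; strong numbers were not always called active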
# RSV CPE inhibition: RSV antiviral activity via CPE protection, HEp-2 cells, primary 10 µM value included (AID 2391); HEp-2 cells, RSV-induced CPE inhibition; higher % means a stronger effect; one-dose CPE inhibition, % at 10 µM; IC50 in µM for titrated hits; 310,000 compounds, 0.13% hits; in the data active = a potency from the dose series; note: strong numbers were not always called active
# Numbers without * were called inactive; i = inactive; . = not tested or not shown; [ ] = remark or other dose. Hits appear at their usual frequency, and some 1.5% of all compounds hit somewhere here.
SMILES,K1F lysis inhibition,GPR35 arrestin U2OS,SV40 large T antigen,Salmonella PhoP GFP,GPR55 LPI antagonism,Dengue-2 NS5 capping,HIV fusion peptide,MgcRacGAP inhibition,RSV CPE inhibition
CCCc1cc(C(=O)NNC(=S)NCc2ccccc2)cs1,6.5%,-1%,17%,6%,3%,-1%,1.7%,9%,1.2%
O=C(O)c1ccc(-c2nc(-c3ccc(Cl)cc3)cs2)cc1,0.1%,8%,18%,-5%,4%,9%,47%,14%,.
COc1ccc(OC)c(S(=O)(=O)Nc2cccnc2)c1,i,-6%,-5%,8%,8%,5%,-2.0%,2%,0.8%
C=CCNC(=O)C12CC3CC(C1)CC(C(=O)NCC=C)(C3)C2,0.2%,-13%,19%,5%,-13%,-5%,-0.8%,-1%,1.8%
O=C(CSc1nc2c(sc3ccccc32)c(=O)n1CCc1ccccc1)NCc1ccco1,-0.1%,17%,8%,-1%,7%,6%,1.8%,7%,-3.1%
Cc1ccc(C)n1-c1ccc(C(=O)/C=C/N(C)C)cc1,-0.1%,-14%,9%,-6%,5%,-31%,3.8%,-2%,-2.1%
CC(=O)c1ccc(NC(=O)COC(=O)CCc2ccc(S(=O)(=O)N3CCOCC3)cc2)cc1,0.0%,-5%,7%,-15%,-11%,0%,1.0%,0%,0.2%
COc1ccc(CCNC(=O)c2ccco2)cc1,-0.1%,17%,11%,6%,5%,.,-1.1%,1%,0.9%
N#CC1=C(N)N(c2ccccc2)C(c2cccc([N+](=O)[O-])c2)C1(C#N)C#N (configuration not stated),-0.1%,17%,2%,-8%,7%,1%,0.8%,10%,6.5%
CCC(=O)NCCc1nc(-c2ccccc2)no1,2.5%,.,13%,-4%,.,5%,.,8%,6.5%
CCNC(=S)N1CCN(CCNC2=CC(=O)CC(C)(C)C2)CC1,0.2%,-1%,13%,-2%,6%,-3%,-1.3%,11%,3.5%
CCOc1ccc(CNc2ccc3c(c2)nc(C)n3C)cc1,-0.2%,5%,29%,5%,13%,56%,0.2%,28%,0.5%
CCOc1ccc(C(=O)NC(=S)Nc2ccc(N3CCOCC3)c(Cl)c2)cc1[N+](=O)[O-],2.6%,2%,7%,0%,16%,-8%,-4.1%,17%,5.3%
COC(=O)C(NC(=O)c1ccco1)(Nc1nc(C)cs1)C(F)(F)F (configuration not stated),0.4%,-10%,3%,15%,-6%,-7%,3.3%,8%,0.9%
Cc1ccc(NC(=O)CN(C)C(=O)c2nn(C)c(=O)c3ccccc23)cc1,0.8%[50 µM],3%,8%,-10%,11%,-2%,0.4%,7%,1.5%
Cc1sc2ncnc(NCC(c3ccco3)N(C)C)c2c1C (configuration not stated),0.3%,.,2%,2%,.,-4%,.,19%,-0.5%
Cc1cnc(C(=O)OCC(=O)c2csc(N3CCCCC3)n2)cn1,0.0%,14%,2%,-10%,-10%,3%,-1.1%,9%,0.7%
CC(C)c1ccc(/C=N/NC(=O)c2nnn(-c3nonc3N)c2CN(C)C2CCCCC2)cc1,-0.1%,-19%,22%,6%,20%,-9%,0.5%,-38%,1.5%
O=C(OCc1csc(-c2ccccc2)n1)c1cccs1,0.2%,3%,7%,-1%,-12%,0%,1.4%,8%,1.7%
O=C(NCC1COc2ccccc2O1)c1ccc(-n2cncn2)c([N+](=O)[O-])c1 (configuration not stated),1.7%[50 µM],.,11%,-5%,.,-1%,.,4%,-1.7%

# An excerpt from above in order of the MgcRacGAP inhibition value, largest number first.
Structure	MgcRacGAP inhibition
CCOc1ccc(CNc2ccc3c(c2)nc(C)n3C)cc1	28%
CCOc1ccc(C(=O)NC(=S)Nc2ccc(N3CCOCC3)c(Cl)c2)cc1[N+](=O)[O-]	17%
O=C(NCC1COc2ccccc2O1)c1ccc(-n2cncn2)c([N+](=O)[O-])c1 (configuration not stated)	4%

# (listing goes on)
SMILES,K1F lysis inhibition,GPR35 arrestin U2OS,SV40 large T antigen,Salmonella PhoP GFP,GPR55 LPI antagonism,Dengue-2 NS5 capping,HIV fusion peptide,MgcRacGAP inhibition,RSV CPE inhibition
CCOC(=O)c1c(C)c(/C=N/Nc2ccccc2)n(C)c1C,0.2%,7%,2%,2%,4%,-11%,-2.4%,8%,.
CS(=O)(=O)Oc1ccc2c(c1)O/C(=C\c1cccnc1)C2=O,1.7%,8%,8%,-2%,0%,9%,-0.8%,8%,.
CCCCN(C(=O)C1CCC1)c1c(N)n(CCC)c(=O)[nH]c1=O,1.0%[50 µM],.,10%,5%,.,4%,.,12%,-1.8%
COc1ccc(NC(=O)CCCn2c(=O)c3sccc3n(Cc3ccccc3C)c2=O)cc1,0.6%[50 µM],-7%,11%,-11%,-6%,0%,-1.4%,7%,14%
O=C(NC1CCCCC1)c1cccc(COCC(F)(F)F)c1,2.6%,13%,16%,-6%,1%,3%,1.6%,9%,0.6%
COc1ccc(-c2nc(CN3CCC(c4ccccc4)CC3)c(C)o2)cc1OC,0.2%,14%,21%,-8%,8%,-7%,-1.2%,3%,1.1%
O=C(Nc1cccc2c1CCCC2)c1ccc(F)cc1,0.6%,.,5%,.,.,-2%,.,9%,3.3%
COCCN(C(=O)COC(=O)Cc1ccc(Cl)cc1Cl)c1c(N)n(Cc2ccccc2)c(=O)[nH]c1=O,0.7%[50 µM],.,11%,-7%,.,-7%,.,10%,-1.7%
CCOC(=O)C1CCN(C(=O)c2cc3cc4cc(OC)ccc4nc3o2)CC1,1.4%,-6%,3%,-1%,2%,-2%,-1.9%,7%,1.1%
CCOC(=O)C1CCN(S(=O)(=O)c2ccc(OC)c(OC)c2)CC1,2.0%,0%,-4%,4%,-15%,-12%,-0.2%,2%,-0.6%
CCCCC(=O)Nc1ccc(NC(=O)CCCC)nc1,-1.4%,4%,0%,8%,-3%,-8%,-0.9%,5%,1.1%
CCOc1ccc(N(C)S(=O)(=O)c2c[nH]c(C(=O)OC)c2)cc1,7.1%,-4%,6%,-1%,-4%,2%,2.4%,14%,0.4%
CNc1ccccc1C(=O)OCC(=O)c1ccccc1,3.8%,-7%,15%,-1%,4%,7%,-1.1%,9%,1.1%
CC1=CC(=O)O[C@@H]1[C@@]1(C)C[C@H]2OC(=O)C[C@H]3[C@@H](C)C(=O)C(O)=C1[C@@]23CO,2.8%,.,9%,2%,.,-4%,.,-1%,.
O=C(Cc1cccc(NC(=O)C2CCCN(C(=O)C3CC3)C2)c1)Nc1cccc(C(=O)N2CCCC2)c1 (configuration not stated),-0.1%,.,.,.,.,-4%,.,5%,1.8%
O=S(=O)(NCCn1cccc1)c1ccc2ccccc2c1,0.4%,0%,1%,-3%,2%,.,-0.3%,0%,-0.8%
COc1ccc2oc(=O)c(/C(N)=N/NC(=O)c3ccncc3)cc2c1,0.9%,10%,27%,-9%,-1%,7%,15%,6%,4.4%
CCN1CCN(C(=O)c2ccc(Cl)c(S(=O)(=O)N3CCCCC3)c2)CC1,0.2%,-7%,14%,-2%,10%,-7%,-0.7%,4%,-0.2%
CCCCOc1ccc(CN(CCO)CCO)cc1[N+](=O)[O-],0.4%,-8%,-2%,5%,6%,0%,0.1%,-3%,-0.3%
COc1ccc(-c2nc3c(c4nnc(SC(C)C(=O)Nc5ccccc5)n24)COC(C)(C)C3)cc1 (configuration not stated),1.9%[50 µM],-7%,2%,-3%,2%,-4%,3.2%,7%,3.1%
CC(C)(C)c1ccc(S(=O)(=O)N2CCN(c3ccccn3)CC2)cc1,0.3%,-11%,1%,2%,-9%,-4%,2.0%,4%,2.8%
COc1ccc(-c2nnc(SCc3ncc(-c4ccccc4)o3)o2)cc1,-0.1%,9%,20%,4%,5%,-2%,-0.7%,-4%,9.0%
CC(=O)c1cccc(S(=O)(=O)Nc2cc(C(F)(F)F)ccc2N2CCOCC2)c1,-0.5%[50 µM],.,.,.,.,-10%,.,-2%,0.8%
CCN(CC(=O)NCc1cccs1)C(=O)/C=C/c1cc(OC)ccc1OC,0.6%[50 µM],.,.,.,.,-9%,.,7%,0.9%
COc1ccc(C(C(=O)NC(C)(C)C)N(Cc2ccc(F)cc2)C(=O)CCC(=O)Nc2cc(C)on2)cc1 (configuration not stated),1.4%,-8%,16%,7%,6%,2%,-0.9%,6%,4.2%
CCOC(=O)CSc1nnc(CNC(=O)c2ccc(OC)cc2OC)n1C,0.5%,12%,11%,-3%,-2%,-3%,-0.7%,2%,0.7%
COc1ccc(CN(CC(=O)NC2CCCC2)C(=O)CCC(=O)Nc2nccs2)cc1,0.3%,20%,1%,5%,-8%,-1%,-1.5%,3%,-0.8%
COc1ccc(OCC(O)CNC2CCCC2)cc1 (configuration not stated),0.4%,0%,14%,-1%,7%,0%,3.0%,14%,-0.6%
C=CCOc1c(CNc2ccc(C(=O)O)cc2)cccc1OCC,2.1%,-2%,9%,15%,2%,2%,2.6%,2%,-0.4%
COc1cc(/C=N/NC(=S)Nc2cccc(S(=O)(=O)N(C)C)c2)cc(OC)c1O,0.1%[50 µM],-1%,28%,-4%,8%,1%,-2.1%,-2%,2.3%
CS(=O)(=O)c1ccc2nc(NC(=O)CCC(=O)c3cccs3)sc2c1,-0.5%,-34%,1%,-9%,5%,6%,8.4%,3%,1.9%
Cc1cc(C(=O)N2CCN(Cc3ccc4c(c3)OCO4)CC2)cs1,11%,15%,11%,14%,-6%,-7%,-2.1%,6%,2.2%
CCCCNc1c([N+](=O)[O-])c(=O)n(C)c2ccccc12,1.4%,-7%,6%,-12%,1%,.,-1.8%,5%,1.4%
COc1ccc(CCNC2=NCC(C)S2)cc1 (configuration not stated),-0.1%,-11%,24%,-2%,6%,3%,2.2%,5%,0.0%
COc1ccc2nc(N3C(=O)/C(=C/c4ccc(Cl)cc4)NC3=S)sc2c1,-0.3%[50 µM],13%,10%,-8%,4%,-1%,16%,5%,.
CC(C)N(C(=O)COC(=O)c1ccc([N+](=O)[O-])cc1)c1ccccc1,-0.1%,-6%,7%,7%,12%,-2%,-0.1%,5%,0.7%
Cc1cc(CNC(=O)COc2ccccc2F)c2ccccc2n1,0.1%,-9%,19%,3%,4%,-2%,0.3%,15%,4.6%
O=C(c1cc(-c2ccc(O)cc2)on1)N1CCOCC1,0.3%,0%,25%,7%,0%,-9%,-0.3%,13%,0.6%
O=C(Nc1cccc(S(=O)(=O)N2CCCCC2)c1)C1CCN(C(=O)c2ccc(Cl)cc2)CC1,0.0%[50 µM],.,.,.,.,3%,.,13%,9.4%

# Bioassay records (PubChem BioAssay)
